CHRM5 antagonist = human M5 muscarinic receptor antagonists, primary screen, CHO cells, Fluo-8 calcium fluorescence; Muscarinic acetylcholine receptor M5 (Homo sapiens), P08912; CHO-hM5 cells, ACh EC80; inhibition, % at 3 µM; actives 0.59% (n = 360,000); AID 624040, 2012;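 active = inhibition above a per-plate cutoff, the mean of that plate's test compounds plus 3 SD, cut at about 27% in these data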;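 note: 0% = acetylcholine EC80 with DMSO and 100% = DMSO without agonist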
Target sequence (P08912 whole entry, looked up): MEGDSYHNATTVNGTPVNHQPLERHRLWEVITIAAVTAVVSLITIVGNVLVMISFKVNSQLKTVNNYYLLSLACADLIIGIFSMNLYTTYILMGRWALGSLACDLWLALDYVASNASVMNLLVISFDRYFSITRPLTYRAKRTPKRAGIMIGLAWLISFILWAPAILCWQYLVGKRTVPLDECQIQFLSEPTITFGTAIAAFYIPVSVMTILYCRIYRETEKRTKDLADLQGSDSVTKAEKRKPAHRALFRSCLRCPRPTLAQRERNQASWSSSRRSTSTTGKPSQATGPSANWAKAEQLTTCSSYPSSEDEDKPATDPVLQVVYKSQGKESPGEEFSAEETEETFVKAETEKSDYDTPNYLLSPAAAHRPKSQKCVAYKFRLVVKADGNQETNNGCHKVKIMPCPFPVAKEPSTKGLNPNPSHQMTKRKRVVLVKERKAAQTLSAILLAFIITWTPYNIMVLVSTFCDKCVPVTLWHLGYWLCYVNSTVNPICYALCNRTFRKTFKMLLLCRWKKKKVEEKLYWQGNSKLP
CHRM4 antagonist = human M4 muscarinic receptor antagonists, primary screen, CHO cells, Fluo-8 calcium fluorescence. Muscarinic acetylcholine receptor M4 (Homo sapiens), P08173. CHO-hM4 cells, ACh EC80. inhibition, % at 3 µM. actives 0.73% (n = 360,000). AID 624125, 2012;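 active = inhibition above its plate's cutoff, the mean inhibition of sample wells plus 3 SD, cut at about 27% in these data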;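 note: 0% = acetylcholine EC80 with DMSO and 100% = DMSO without agonist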
Target sequence (P08173 whole entry, looked up): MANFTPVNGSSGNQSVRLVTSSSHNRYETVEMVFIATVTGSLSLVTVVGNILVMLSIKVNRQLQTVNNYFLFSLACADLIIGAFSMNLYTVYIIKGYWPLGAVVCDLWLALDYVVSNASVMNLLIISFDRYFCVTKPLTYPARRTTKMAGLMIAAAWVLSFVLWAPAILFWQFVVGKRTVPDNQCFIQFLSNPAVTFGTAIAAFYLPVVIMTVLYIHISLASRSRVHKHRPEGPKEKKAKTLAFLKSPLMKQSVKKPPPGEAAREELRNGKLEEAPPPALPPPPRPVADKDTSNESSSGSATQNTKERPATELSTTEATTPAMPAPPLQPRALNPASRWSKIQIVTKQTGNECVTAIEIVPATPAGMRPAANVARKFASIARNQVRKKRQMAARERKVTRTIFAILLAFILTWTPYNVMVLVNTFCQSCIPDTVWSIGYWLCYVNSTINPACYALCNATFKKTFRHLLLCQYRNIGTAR
CHRM4 agonist = human M4 muscarinic receptor agonists, primary screen, CHO-K1 cells, Fluo-8 calcium fluorescence. CHO-K1 hM4/Gqi5; vehicle 0%, full acetylcholine response 100%. activation, % at 3 µM. actives 0.14% (n = 360,000). AID 624127, 2012;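 active = activation above the run mean over all test wells plus 3 SD, cut at about 32% in these data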;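 note: peak over basal fluorescence ratio per well then scaled between controls; 0% = DMSO wells and 100% = acetylcholine at EC100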
CHRM4 PAM = human M4 muscarinic receptor positive allosteric modulators, primary screen, CHO-K1 cells, Fluo-8 calcium fluorescence; CHO-K1 hM4/Gqi5, ACh EC20; 0% = ACh EC20, 100% = maximal ACh; actives 0.4% (n = 360,000); activation, % at 3 µM; Muscarinic acetylcholine receptor M4 (Homo sapiens), P08173;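 active = activation above its plate's cutoff, the mean activation of sample wells plus 3 SD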; note: some results filed as inactive read as strong as hits
M1 ag parental = counter-screen for M1 agonists: effect in parental CHO-K1 cells; Fluo-8 calcium fluorescence; scaled to maximal ATP response, vehicle zero; activation, % at 3 µM; actives 0.48% (n = 360,000); AID 602248, 2012; in the data active = activation above about 15%;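 note: untransfected CHO-K1 host cells lacking M1 receptor as counterscreen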
M5 PAM = human M5 muscarinic receptor positive allosteric modulators, primary screen, CHO-K1 cells, Fluo-8 calcium fluorescence; AID 624038, 2012; activation, % at 3 µM; Muscarinic acetylcholine receptor M5 (Homo sapiens), P08912; CHO-K1 hM5, ACh EC20 PAM; 0% = ACh EC20, 100% = ACh EC100; actives 0.3% (n = 360,000);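 active = activation above the run cutoff, the mean activation of all test compounds plus 3 SD, cut at about 18% in these data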
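system = human M5 receptor in CHO-K1 cells | compound = one concentration, 3 µM final (nominal) | schedule = Post-acetylcholine fluorescence recording 140 s | signal = Fluo-8 calcium dye fluorescence, kinetic read | benchmarks = low control EC20 acetylcholine (0%), high control EC100 acetylcholine (100%) | repeats = singlicate, one well per test compound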
CHO-K1 Ca antag = counter-screen for M1 antagonists: effect in parental CHO-K1 cells; ATP-induced calcium, Fluo-8 fluorescence; inhibition, % at 3 µM; actives 0.6% (n = 360,000); AID 602250;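 active = inhibition above a per-plate cutoff, the plate's mean sample inhibition plus 3 SD, cut at about 24% in these data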;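 note: 0% = DMSO plus EC80 ATP and 100% = DMSO alone without ATP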
CHO-K1 Ca PAM = nonselective calcium activators in parental CHO-K1 cells, primary screen, counter-screen for M1 PAM project, cell-based, Fluo-8 calcium fluorescence, full deck, 1536-well; activation, % at 3 µM; ATP EC20; 0% at ATP EC20, 100% at ATP max; actives 0.02% (n = 360,000);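 active = activation above the run cutoff, the mean activation of all test compounds plus 3 SD, cut at about 40% in these data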;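 note: peak over basal fluorescence ratio in a 140 s read after ATP addition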
M5 ag = human M5 muscarinic receptor agonists, primary screen, CHO-K1 cells, Fluo-8 calcium fluorescence; CHO-K1 hM5 cells; 0% DMSO wells, 100% maximal acetylcholine response; activation, % at 3 µM; actives 0.19% (n = 360,000);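 active = activation above the run's mean over test compounds plus 3 SD, cut at about 23% in these data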;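 note: signal is peak over basal fluorescence ratio across the kinetic read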
* marks the source's active call; other numbers are inactive results.

SMILES	CHRM5 antagonist	CHRM4 antagonist	CHRM4 agonist	CHRM4 PAM	M1 ag parental	M5 PAM	CHO-K1 Ca antag	CHO-K1 Ca PAM	M5 ag
O=C(OCC1COc2ccccc2O1)c1c(F)cccc1F (stereo unspecified)	5	6	-1	18	1.2	0	-17	28	-2
Cc1nc(Nc2ccc(Br)cc2Br)c([N+](=O)[O-])c(=O)[nH]1	12	-17	0	13	0.7	2	-19	14	1
CC1CCCN(C(=O)COC(=O)c2cc(Br)ccc2O)C1 (stereo unspecified)	4	-14	2	20	-0.2	2	8	12	-6
CC(=O)N(C)C[C@@H]1Oc2ncc(Br)cc2C(=O)N([C@H](C)CO)C[C@@H]1C	-4	-14	3	5	0.7	0	-8	-5	1
CC(C)Oc1ccc2c(c1)OC(c1ccccc1)(C(F)(F)F)NC2=O (stereo unspecified)	-6	-1	-3	-7	-0.3	-7	1	1	-6
C[C@@H]1CN([C@@H](C)CO)C(=O)CCCn2nncc2CO[C@H]1CN(C)Cc1ccc(Cl)c(Cl)c1	1	-11	1	7	-0.1	-2	-13	4	1
COc1ccc(C(CNC(=O)COc2ccc(Br)cc2F)N2CCCC2)cc1 (stereo unspecified)	6	7	2	0	0.8	0	-13	15	-2
CCNC(=O)NC(=O)C(C)On1nnc2ccc(S(=O)(=O)N(CC)CC)cc21 (stereo unspecified)	-3	0	1	6	1.0	0	-2	16	2
COc1ccc(CCNC(=S)Nc2ccc(C)cc2C)cc1	6	2	0	0	0.4	-7	-8	11	-5
COc1ccc(N=C2NC(=O)/C(=C\C=C\c3ccco3)S2)cc1	4	2	0	1	0.2	-6	-5	17	-2
CCOc1ccccc1C(c1c(C)n(C)n(-c2ccccc2)c1=O)c1c(C)n(C)n(-c2ccccc2)c1=O	13	17	-1	-6	-0.4	2	0	4	-4
Cc1cc(Cl)ccc1NC(=O)Cn1cncn1	-2	-7	1	-2	1.6	0	-15	-4	-3
Cc1cc(=O)n2nc(N3CCC(C(=O)NCc4ccccc4F)CC3)sc2n1	-1	0	2	3	0.4	1	-8	11	-1
COC(=O)c1ccc2c(=O)n(CCN3CCOCC3)c(=S)[nH]c2c1	9	-7	0	22	0.2	0	-5	9	0
Cc1cn(-c2cc(NC(=O)c3ccc(C)c(NC(=O)c4cccc(-c5cn[nH]c(=O)c5)c4)c3)cc(C(F)(F)F)c2)cn1	10	3	0	-10	-0.3	-7	-11	18	-11
CCCCN1C[C@H](c2ccccc2)[C@@H](CC(=O)NC)C1=O	3	-5	0	2	-0.2	-4	34*	-9	2
CCCCn1c(SCC(=O)NCc2ccco2)nc2ccccc2c1=O	2	-1	3	2	0.6	-3	-10	16	-3
CC(C)(CO)CNC1CCCN(C2Cc3ccccc3C2)C1 (stereo unspecified)	4	17	0	-12	0.2	2	-1	-14	-18
CCCCn1c(=O)cc(O)c2ccccc21	-3	8	-1	-4	0.4	2	0	12	-2
COc1ccccc1C(=O)C1CCCN(C(=O)c2cc(CC(C)C)nc(C)n2)C1 (stereo unspecified)	-8	-3	2	0	1.2	-2	-14	19	2
Cc1ccc(OCC(=O)Nc2cc(NC(=O)COc3ccc(C)c(C)c3)cc(C(=O)O)c2)cc1C	15	4	0	-1	0.5	-1	6	10	-5
CN1CCN(CCCNC(=O)c2ccc(/C=C3\Oc4ccccc4N(Cc4ccccc4F)C3=O)cc2)CC1	0	0	7	-6	3.8	-6	0	0	-7
CSc1ccccc1NC(=O)CSCc1ccc(Br)cc1	-13	-6	-1	3	0.8	5	-18	18	-7
CN1CCC(NC(=O)c2cccc(Oc3ccccc3)c2)CC1	1	-3	2	5	0.1	2	-2	8	-8
COC(=O)C1=C(C)NC(=O)CC1c1cc(Br)ccc1F (stereo unspecified)	5	7	0	1	0.4	-2	-5	14	-11

Full records, looked up by structure. Order of screens: CHRM5 antagonist, CHRM4 antagonist, CHRM4 agonist, CHRM4 PAM, M1 ag parental, M5 PAM, CHO-K1 Ca antag, CHO-K1 Ca PAM, M5 ag
COC(=O)C1=C(C)NC(=O)CC1c1cc(Br)ccc1F (stereo unspecified) across the screens: 5, 7, 0, 1, 0.4, -2, -5, 14, -11
Cc1cn(-c2cc(NC(=O)c3ccc(C)c(NC(=O)c4cccc(-c5cn[nH]c(=O)c5)c4)c3)cc(C(F)(F)F)c2)cn1 across the screens: 10, 3, 0, -10, -0.3, -7, -11, 18, -11
O=C(OCC1COc2ccccc2O1)c1c(F)cccc1F (stereo unspecified) across the screens: 5, 6, -1, 18, 1.2, 0, -17, 28, -2
CCCCN1C[C@H](c2ccccc2)[C@@H](CC(=O)NC)C1=O across the screens: 3, -5, 0, 2, -0.2, -4, 34*, -9, 2

The list goes on:
SMILES	CHRM5 antagonist	CHRM4 antagonist	CHRM4 agonist	CHRM4 PAM	M1 ag parental	M5 PAM	CHO-K1 Ca antag	CHO-K1 Ca PAM	M5 ag
COc1cc(C(=O)N/N=C/c2cn(Cc3cccc(F)c3)c3ccccc23)ccc1O	1	-2	2	10	1.8	1	0	7	-1
Cc1ccc(S(=O)(=O)N/N=C/c2ccc(C(=O)O)cc2)cc1	-1	2	0	8	-0.1	2	1	8	-3
CCOc1ccc(NC(=O)c2cccnc2C(=O)O)cc1	-2	6	0	4	0.5	4	-11	24	-3
O=C(N/N=C/C=C/c1ccco1)c1ccncc1	4	3	1	2	1.5	-3	-10	17	-1
Cc1cccc(NC(=O)Nc2ccc(F)cc2)n1	3	-6	3	3	1.8	-1	-3	12	-6
COc1ccc(C(=O)COc2ccc(F)cc2)c(O)c1C	2	-1	1	-1	0.3	-2	-10	14	0
Cc1cccc([C@H](NC(=O)OC(C)(C)C)C(=O)OC(C)(C)C)c1	4	8	1	-5	-0.7	6	-6	5	-2
N#Cc1cccc(NC(=O)c2cc(C3CCCCN3S(=O)(=O)c3ccccc3)on2)c1 (stereo unspecified)	0	-5	6	-5	3.4	-5	13	-14	0
O=c1c2ccccc2nnn1CSc1nnc(-c2ccc3c(c2)OCO3)o1	0	-5	4	7	1.4	-4	-1	10	2
O=C1NC(=S)SC1=Cc1ccccc1Br	7	-16	9	6	6.5	-14	-10	4	8
CC(=O)CSc1ccc(S(=O)(=O)N2CCN(C)CC2)cn1	9	7	1	1	0.4	0	-11	3	1
COc1ccc(CN2CCN(C(=O)C3CC(=O)N(C4CCCCCC4)C3)CC2)c(OC)c1OC (stereo unspecified)	-5	-7	2	5	0.8	0	-15	20	4
COc1ccc(C(=O)NC2CCN(C(=S)NCc3ccco3)CC2)cc1	9	-1	0	-2	0.6	0	-6	22	-1
O=C(Nc1ccc(Cl)cc1)C(c1ccccc1)N1CCOCC1 (stereo unspecified)	5	-4	1	2	0.0	0	7	-2	-1
Cc1ccc(C(=O)NCC(=O)NCc2ccccc2F)s1	3	-4	0	-1	0.1	8	-11	8	1
COc1ncc(-c2ccc(N3C(c4ccsc4)=Cc4ccccc4C3CC(C)=O)cc2)cn1 (stereo unspecified)	12	2	0	-2	0.4	-10	12	-9	-1
CCOC(=O)N1CCN(C(=O)c2cc3sccc3n2C)CC1	-4	7	-1	5	14	2	2	16	0
Cc1ccc(CNC(=O)CSc2ncc(C(=O)Nc3ccccc3)c(=O)n2C)cc1	0	-12	1	6	0.7	3	12	12	4
C[N+]1(CC(=O)OCCCc2ccccc2)CCCC1	4	6	0	-2	1.0	-4	-9	25	-9
COc1ccc(CCNS(=O)(=O)c2ccc(-c3ccc(=O)[nH]n3)o2)cc1OC	14	4	0	1	-0.4	-4	2	-11	-6
O=C(COc1ccc([N+](=O)[O-])cc1)NCc1ccncc1	9	1	12	-9	2.5	5	2	1	1
O=C(COC(=O)c1ccccc1O)NC(c1ccccc1)c1ccccc1	7	-4	0	3	0.7	3	-16	19	0
O=C(NCc1ccccc1Cl)c1ccc2nc([C@H]3C[C@H](O)[C@@H](CO)O3)[nH]c2c1	-11	-16	1	10	0.7	6	-2	-2	1
CCCOc1ccc(NC(=O)CC2C(=O)N(c3ccc(OCC)cc3)C(=S)N2C2CC2)cc1 (stereo unspecified)	-6	-12	1	2	0.4	-5	-10	3	-2
CN(C)CCCNC(=O)c1ccc(-c2nc(-c3ccc(Cl)cc3)cs2)cc1	11	11	1	-11	0.8	-13	0	8	-7

(listing goes on)
SMILES	CHRM5 antagonist	CHRM4 antagonist	CHRM4 agonist	CHRM4 PAM	M1 ag parental	M5 PAM	CHO-K1 Ca antag	CHO-K1 Ca PAM	M5 ag
CC(C)N(Cc1cnn(C)c1)Cc1nc(Cc2ccccc2Cl)no1	-4	18	1	-4	0.9	1	11	-1	2
O=C1c2ccccc2C(=O)N1Cc1cc(-c2ccccc2)no1	-1	0	1	-1	1.8	-3	-13	17	-1
O=C(Nc1cccc2ccccc12)OC1C=CS(=O)(=O)C1 (stereo unspecified)	-14	-13	1	9	-0.1	16	-4	8	-1
CCN(CCS(=O)(=O)c1ccc(Cl)cc1)C(=O)Nc1ccc(Cl)cc1	-4	-7	1	-13	0.3	-1	-15	7	3
CC(=O)NNC(=S)NC(=O)c1cccc([N+](=O)[O-])c1	2	3	1	-1	-0.6	-4	16	-10	-1
CC(C)CCNC(=O)[C@H](CSCc1ccccc1)N1Cc2ccccc2C1=O	12	4	9	-7	2.4	-12	-5	20	0
CCCCCCCNC(=O)c1ccc(N2CCC3(CC2)OCCO3)c([N+](=O)[O-])c1	3	3	4	-7	4.7	-10	-3	19	-4
COCCNC(=O)CSc1ccccc1C(=O)NC1CCCc2ccccc21 (stereo unspecified)	9	12	3	-7	1.0	-4	5	6	-3
CCN(CC)S(=O)(=O)c1cccc(C(=O)N[C@H](C(=O)Nc2nc3ccc(F)cc3s2)C(C)C)c1	4	-12	3	-9	2.4	-8	-5	13	-2
Fc1ccc2[nH]c3c(Cl)ncnc3c2c1	5	2	0	-7	1.7	6	-2	14	-2
COc1c(C)cc(C(O)c2ncc(-c3cccc4ccccc34)[nH]2)cc1C (stereo unspecified)	-5	-17	3	11	2.0	1	-12	21	-2
CCn1cc(CCCC(=O)NCc2cccc(OC)c2)c2ccccc21	5	-4	2	2	1.6	1	-14	16	-3
COC(=O)[C@]1(C)N[C@H](CN(C)C(=O)COc2ccccc2)[C@@H]2C(=O)N(C)C(=O)[C@@H]21	2	-11	0	7	0.0	-4	-23	12	0
CCCCNC(=O)CN1C(=O)NC2(CCOc3ccccc32)C1=O (stereo unspecified)	-5	-8	1	4	1.2	0	-19	7	0
CCC1CCCCN1CCCNC(=O)c1cc2c(=O)oc3ccc(C)cc3c2s1 (stereo unspecified)	5	-8	1	-7	0.4	-3	-8	-7	-8
COc1ccccc1NC(=O)Nc1sccc1-c1nc2ccccc2s1	17	6	1	-12	1.9	-7	-5	20	-1
CC1CN(c2ncnc3c2oc2ccccc23)CC(C)O1 (stereo unspecified)	0	-1	1	2	0.5	1	-8	16	2
C/C(=N\N=C1\NC(=O)C(Cc2ccccc2)S1)c1ccccc1 (stereo unspecified)	-3	-16	3	3	3.2	-5	-12	2	1
CCCC(=O)Nc1sc(C)c(-c2ccc(OC)cc2)c1C#N	-5	-5	-1	10	0.3	2	-2	18	3
Cc1ccc(NC(=O)COC(=O)c2c[nH]c3ccccc23)cc1C	11	3	5	-6	4.9	-10	2	0	-1

Assay outcomes: PubChem, The Scripps Research Institute Molecular Screening Center
